Efflux pump inh – blocks antifungal efflux pumps in multiplex yeast assay; 330,000 tested, 0.44% active; S. cerevisiae Candida pump triplex, Nile Red efflux; inhibition, % at 10 µM;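 active = plate passing quality check with inhibition over a set limit, or well fluorescence over plate mean plus 4 SD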;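 note: Nile Red retained in pooled yeast measured as flow cytometry median fluorescence; 0% = buffer negative control and 100% = Enniatin B positive control; higher means more Nile Red kept so more efflux inhibition; some compounds called inactive have numbers as strong as hits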
Fh CTSL1 inh – cathepsin L1 inhibition, PFM18AAP counter-screen; AID 1906; inhibition, % at 5.96 µM; recombinant F. hepatica cathepsin L1, Z-Leu-Arg-MCA fluorescence; 300,000 tested, 0.49% active;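 active = inhibition above the mean of all tested compounds plus 3 SD, set per screening campaign, cut at about 17% in these data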;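 note: 0% = plate median of test compound wells and 100% = 1 µM Z-Phe-Ala-diazomethylketone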
PREPL inh – inhibitors of human prolyl oligopeptidase-like enzyme PREPL | AID 2751 | Q4J6C6 | 320,000 tested, 0.68% active | recombinant PREPL, fluorescence polarization activity-based probe | inhibition, % at 5.96 µM; in the data active = inhibition above about 43%;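 note: 0% = enzyme with DMSO and 100% = wells lacking enzyme; many of its hits are not listed in these tables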
LYPLA2 counter – blocks human lysophospholipase 2, a PME1 counter-screen. recombinant LYPLA2, FP-Rh probe fluorescence polarization. 320,000 tested, 0.38% active. AID 2177. inhibition, % at 5.9 µM. O95372;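 active = inhibition above the screen-wide mean plus 3 SD, limit set per campaign, cut at about 26% in these data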;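 note: 0% = LYPLA2 with DMSO and 100% = wells lacking LYPLA2 enzyme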
Target sequence (O95372 whole entry, looked up): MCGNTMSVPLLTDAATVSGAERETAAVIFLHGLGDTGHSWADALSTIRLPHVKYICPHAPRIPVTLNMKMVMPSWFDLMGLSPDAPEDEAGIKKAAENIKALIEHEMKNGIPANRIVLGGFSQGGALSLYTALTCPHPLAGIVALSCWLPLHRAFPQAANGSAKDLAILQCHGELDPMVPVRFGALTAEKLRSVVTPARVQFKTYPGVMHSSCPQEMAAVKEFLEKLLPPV
PP1 counter – counter-screen for PP5 inhibitors: inhibitors of human PP1-alpha. P62136. purified PP1alpha, OMFP fluorescence. inhibition, % at 6.7 µM. 320,000 tested, 0.9% active. AID 2235;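 active = inhibition above the mean inhibition of all tested compounds plus 3 SD, computed separately for each screening campaign, cut at about 15% in these data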
Target sequence (P62136 whole entry, looked up): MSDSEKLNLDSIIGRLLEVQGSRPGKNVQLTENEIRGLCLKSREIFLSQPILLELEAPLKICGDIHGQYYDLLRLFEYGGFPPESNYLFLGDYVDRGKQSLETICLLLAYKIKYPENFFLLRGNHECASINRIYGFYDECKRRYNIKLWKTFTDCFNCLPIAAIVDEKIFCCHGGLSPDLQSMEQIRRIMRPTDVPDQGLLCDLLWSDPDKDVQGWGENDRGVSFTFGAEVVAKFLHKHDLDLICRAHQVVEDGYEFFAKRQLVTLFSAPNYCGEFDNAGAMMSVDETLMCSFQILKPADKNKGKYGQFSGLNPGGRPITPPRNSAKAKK
JMJD2C inh – inhibitors of human GASC-1 (JMJD2C) demethylase | 330,000 tested, 0.069% active | Q9H3R0 | AID 2099 | GST-JMJD2C(1-420) H3K9me3 demethylation, DELFIA europium | inhibition, % at 2.35 µM;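 active = more than half of a compound's replicate wells show inhibition beyond 50%, single wells judged on their own value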;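 note: signal counts dimethyl H3K9 product captured on neutravidin plate; 0% = median of DMSO wells and 100% = 0.3 times that DMSO median; strong numbers were not always called active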
Target sequence (Q9H3R0 1-420 limits assumed): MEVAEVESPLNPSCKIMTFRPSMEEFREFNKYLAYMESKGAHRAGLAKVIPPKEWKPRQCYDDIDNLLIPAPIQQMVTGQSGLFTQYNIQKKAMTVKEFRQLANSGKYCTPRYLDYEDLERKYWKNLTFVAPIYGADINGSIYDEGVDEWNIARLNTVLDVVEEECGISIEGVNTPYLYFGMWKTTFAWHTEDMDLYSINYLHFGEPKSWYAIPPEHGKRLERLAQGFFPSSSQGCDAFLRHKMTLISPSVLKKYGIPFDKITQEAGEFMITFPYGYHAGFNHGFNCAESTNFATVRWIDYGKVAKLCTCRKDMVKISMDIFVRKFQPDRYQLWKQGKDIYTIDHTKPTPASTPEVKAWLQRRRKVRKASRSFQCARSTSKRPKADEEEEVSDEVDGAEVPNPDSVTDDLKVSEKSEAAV
core dimer inh – HCV core protein dimerization inhibition. TR-FRET GST/Flag-core106 dimerization, 1536-well. inhibition, % at 5 µM. 300,000 tested, 0.33% active. AID 1899;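 active = inhibition above the mean of all tested compounds plus 3 SD, set per screening campaign, cut at about 45% in these data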
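System: GST-tagged and Flag-tagged HCV core protein residues 1-106 / Input: core106 proteins, GST 13.5 nM and Flag 17 nM / Buffer or medium: KF-containing HEPES buffer, pH 7.45, DTT, CHAPS, BSA / Probe or stimulus: Eu-anti-GST and XL665-anti-Flag labelled anti-tag antibodies / Schedule: 4 h, 22.5 °C incubation / Technique: TR-FRET 671 and 617 nm emission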
TPT1 inhibitor – blocks Candida albicans tRNA 2'-phosphotransferase. recombinant caTPT1, FP RNA substrate dephosphorylation. inhibition, % at 5 µM. 300,000 tested, 0.81% active;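 active = inhibition above the mean of all tested compounds plus 3 SD, set per screening campaign, cut at about 24% in these data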;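 note: plate controls were DMSO alone for no effect and ferristatin control at 100 nM for full effect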
PP5 primary – PP5 (human) phosphatase inhibition; P53041; purified PP5c, OMFP substrate fluorescence; inhibition, % at 6.7 µM; 320,000 tested, 0.18% active; AID 1987;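 active = inhibition above the campaign's mean inhibition across all tested compounds plus 3 SD, cut at about 9.5% in these data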;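 note: 0% = DMSO only and 100% = 100 µM cantharidin control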
* marks the source's active call; other numbers are inactive results; / = not tested or not shown. These rows are one share of the data; rates above refer to the full screens.

SMILES	Efflux pump inh	Fh CTSL1 inh	PREPL inh	LYPLA2 counter	PP1 counter	JMJD2C inh	core dimer inh	TPT1 inhibitor	PP5 primary
CCCCCCOC(=O)C1=C(C)NC(=O)NC1c1ccc2c(c1)OCO2 (stereo not given)	0.0	5	0	-2	1	46	-15	0	3.5
O=C(O)CCCn1c(=O)[nH]c2ccccc2c1=O	-0.1	-1	-4	-2	-4	-18	-2	-4	-1.6
COC(=O)COc1cccc(NC(=O)COc2ccccc2)c1	-0.1	-1	-6	3	-2	2	-4	-3	0.4
FC(F)(F)c1ccc(Sc2n[nH]c(C(F)(F)F)n2)nc1	0.0	1	11	-2	-3	/	2	-5	0.1
CC(C(=O)O)c1ccc(C(=O)c2ccccc2)s1 (stereo not given)	-0.1	-1	6	0	0	/	-10	-2	-0.2
O=C(CN1C(=O)/C(=C2\SC(=S)N(C3CCS(=O)(=O)C3)C2=O)c2ccccc21)Nc1ccccc1 (stereo not given)	-0.1	-1	2	1	-3	/	23	-2	0.3
COc1cccc(Nc2nn3c(=O)c4ccccc4nc3s2)c1	-0.2	/	19	-2	2	1	/	/	1.9
Cc1ccc(C(=O)NCc2ccc(N3CCN(C(=O)OC(C)(C)C)CC3)cc2)cc1	0.3	-3	19	-3	-2	-6	8	4	5.5
CC1=C(CO)C(=O)OC([C@@H](C)C2CC[C@H]3C4C[C@H]5O[C@]56[C@@H](O)C=CC(=O)[C@]6(C)C4CC[C@]23C)C1 (stereo not given in full)	0.3	1	3	6	-6	56	5	1	2.1
CSc1ccccc1NC(=O)Cn1nc([N+](=O)[O-])c(Cl)c1C	0.1	0	5	-1	-3	-7	-2	-12	3.3
O=C1CC(=C(c2ccccc2)c2ccccc2)C(=O)N1CCN1CCN(c2cccc(Cl)c2)CC1	-0.1	-2	7	2	4	-2	18	-2	2.9
COc1ccc(CN2C(=O)CN(C3CCCCCC3)C(=O)C2c2ccc(OC)c(OC)c2)cc1 (stereo not given)	0.0	-3	6	10	-4	-8	0	3	2.4
Cc1ccc(NC(=O)Cn2c(/C=C/c3ccccc3)nc3ccccc32)cc1C	0.1	0	41	0	2	3	14	-2	2.5
O=C(c1ccco1)N1CCN(C(=O)c2cc(-c3ccncc3)nc3ccc(Br)cc23)CC1	0.1	3	-2	1	1	-8	15	13	4.5
Cc1c2c(c(C)n1C)C(C(=O)NC1CCCCC1)N(Cc1ccccc1)C2=O (stereo not given)	0.5	-6	6	2	1	2	2	-1	-1.4
COCCCNC(=O)Cn1c(=O)n(CCCCCC(=O)Nc2ccccc2)c(=O)c2sccc21	-0.1	-1	4	1	-2	3	-8	-1	3.3
Cc1ccccc1OCC(=O)Nc1cccc2nsnc12	0.0	-3	-7	-4	-1	4	-3	-4	-0.6
O=C1CC2CS(=O)(=O)CC2N1C1CCCCC1 (stereo not given)	0.0	-2	-7	0	-4	10	-4	0	1.6
COc1ccc(Cl)cc1C(=O)C1CCCN(Cc2cnc(N3CCOCC3)s2)C1 (stereo not given)	0.0	-1	32	-3	-1	-6	4	-7	-0.7
Cc1nc([N+](=O)[O-])cn1CC(=O)c1ccc(Br)cc1	0.1	-6	4	7	-1	-3	2	-1	0.9
CCc1cccc(C)c1NC(=O)C(c1ccccc1)N1CCC1=O (stereo not given)	0.0	0	-1	-3	3	1	0	1	0.4
O=c1c(C=Nc2ccc(Oc3ccccc3)cc2)c[nH]n1-c1cccc(Cl)n1	0.1	-2	-1	-1	-1	20	4	1	4.5
O=C(CCC1CCCN(c2ncccn2)C1)NCc1ccc(F)c(F)c1 (stereo not given)	0.1	-2	-4	-6	-1	-5	2	2	0.6
Cc1cccc(NC(=O)N2CCCCCC2)c1	-2.2	3	10	8	2	13	-3	1	0.8
COc1ccc(C(=O)c2nc3c(n2O)CCCC3)cc1OC	-0.2	0	12	2	-2	3	-11	2	1.4
Cc1cc(SCCOc2ccc(Br)cc2)nc(N)n1	-0.1	6	-12	-2	4	5	-5	-16	3.9
C=CCOC(=O)C1=C(C)NC(SCC(=O)OCC)=C(C#N)C1c1ccc(C)cc1 (stereo not given)	-0.1	2	-3	-5	10	9	59*	-1	5.1
Cc1ccc(S(=O)(=O)Nc2c(O)c3ccccc3oc2=O)cc1	-0.1	4	7	-2	4	-8	-7	-1	-1.2
Cc1cc(C)c(C(=O)COC(=O)c2cc([N+](=O)[O-])ccc2NCCO)cc1C	-0.5	2	2	-21	2	0	2	2	1.2
CCOc1ccc2[nH]c(=O)c(CN(CC3COCCO3)C(=O)C3CC3)cc2c1 (stereo not given)	0.1	0	-4	8	-2	-8	-5	0	2.7
CCOc1cc2c3c(c1)C1(OCCO1)C(=O)N3C(C)(C)CC2C (stereo not given)	0.2	-6	19	2	1	-1	-1	-4	-1.4
O=C(CCC(=O)NNC(=S)Nc1ccccc1)NCc1ccccc1	0.1	-3	9	3	-2	-19	3	-4	-0.3
COCCNc1ccc(S(=O)(=O)N2CCCC2)cc1[N+](=O)[O-]	-0.2	1	14	-1	-3	20	0	-8	1.1
CCN(C(=O)Cn1cnc2c(nc3n2CCCCC3)c1=O)c1cccc(Cl)c1	-0.2	5	7	7	2	1	-15	-5	1.1
CC(C)(C)C(=O)NC(=S)NNC(=O)c1ccc(Cl)cc1Cl	-0.1	-5	1	2	9	0	-4	-4	0.6
CC1(C)CC(=O)C=C(C(=O)NC2CCCc3c2cnn3-c2cc(F)cc(F)c2)O1 (stereo not given)	0.5	4	3	2	-2	-4	-5	1	-0.8
Cc1cc(Cl)ccc1OCCNC(=S)NC(=O)c1cccnc1	0.1	2	19	0	0	2	10	-2	-2.5
CCCCOc1ccc(-c2nnc(N)s2)cc1	0.8	4	17	10	-2	14	-7	-1	0.2
Cc1cc(C)n(-c2nc(NCC(C)O)c3c4c(sc3n2)COC(C)(C)C4)n1 (stereo not given)	0.8	-4	10	-1	-9	-3	5	-2	4.7
O=C(COC(=O)c1ccncc1)Nc1cc(Cl)c(Cl)cc1Cl	0.8*	-15	-2	-5	-1	5	13	0	1.2
CC1(C)Cc2cccc(OCC(=O)N3CCN(c4ccccc4F)CC3)c2O1	-0.1	4	25	4	-4	2	1	1	1.1
CCN(CC)c1nc2ccccc2[nH]c1=O	0.0	5	14	0	-4	3	0	4	2.5
Cc1cccc2cc(CN(CCCN(C)C)C(=S)NCCc3ccccc3)c(=O)[nH]c12	0.0	-3	-23	-3	-9	59	-5	5	-0.7
O=C(NC1CC1)C1=C[C@@H](C2CCCCC2)C[C@@H](OCc2ccc(CO)cc2)O1	0.0	-1	2	-5	-1	-3	7	1	3.4
O=C(CN1C(=O)C2C3C=CC(C4CC34)C2C1=O)Nc1cnc2ccccc2c1 (stereo not given)	0.1	1	-11	4	-1	4	4	-1	0.4
COc1ccc(C(=O)NNC(=O)Nc2ccc(C)cc2)cc1	-0.1	4	15	5	-2	0	-1	-7	0.0
Cc1ccc(S(=O)(=O)NC2=NCN(Cc3ccccc3)CN2)cc1	0.1	-2	-8	0	1	1	-8	1	3.1
COc1cccc(CN2CC(C(=O)NC3CCC3)CCC2=O)c1 (stereo not given)	0.3	-2	4	1	-3	-1	0	-1	-0.3
CCC(C(=O)N1CCN(S(C)(=O)=O)CC1)c1ccccc1 (stereo not given)	0.4	-6	21	2	-6	12	-5	1	3.6
Cc1cc(Cl)ccc1OCC(=O)NCCC(=O)O	0.0	-1	-1	0	-1	5	-2	2	0.1
O=C(C1CCN(c2ncnc3c2nc2n3CCCCC2)CC1)N1CCN(c2cccc(Cl)c2)CC1	0.1	3	49*	34*	3	11	-1	0	5.5
O=C(CSc1nnc(-c2ccc(C(F)(F)F)cn2)o1)Nc1cccc(Cl)c1	0.0	1	1	-2	-2	-9	0	2	-1.3
CCOC(=O)c1c(S(=O)(=O)NCC(=O)Nc2ccc(OC)cc2)c(C)n(C)c1C	0.0	-7	4	2	-1	-14	-4	-1	1.6
CCn1c(CSc2n[nH]c(N)n2)nc2cc(C(=O)O)ccc21	-0.2	-2	17	38*	-4	1	-3	-8	0.2
O=C(NCc1ccco1)c1ccc(Cl)c(S(=O)(=O)Nc2ccccc2)c1	0.6	3	9	-4	2	12	3	0	-1.8
CC1=CC(C)(C)N=C(Nc2nc(C)c3cc(C)cc(C)c3n2)N1	-0.1	-3	8	3	2	9	0	-1	-1.4
Cc1ccc(C)c(NC(=O)C2CC3CCC2C3)c1 (stereo not given)	0.1	-3	-7	0	0	14	-9	1	1.7
CCOc1ccc(S(=O)(=O)N/N=C(\C)c2ccc(Cl)c(Cl)c2Cl)cc1	-0.4	0	-4	0	-1	0	10	-2	3.2
CCCCNC(=O)NCC(=O)Nc1ccc(F)c(F)c1	0.0	2	-5	4	-1	-3	2	-4	-0.5
CCCOc1ccccc1OCC(=O)Nc1ccc(S(=O)(=O)N2CCCCC2)cc1	-0.1	0	-14	-14	0	8	3	1	6.2
(listing goes on)
SMILES	Efflux pump inh	Fh CTSL1 inh	PREPL inh	LYPLA2 counter	PP1 counter	JMJD2C inh	core dimer inh	TPT1 inhibitor	PP5 primary
COc1ccc(CCN2Cc3c(N)cccc3C2=O)cc1OC	0.0	0	4	5	-3	71	5	-1	0.8
O=C(Cn1c(=O)n(-c2ccc(F)cc2)c(=O)c2sccc21)NC1CCCCC1	0.0	2	-6	5	-3	2	-1	2	-0.7
C=CCn1c(SCC(=O)Nc2nccs2)nnc1-c1cc2cccc(OC)c2o1	0.1	0	7	2	17*	-19	2	4	5.1
CN(C(=O)CCN1C(=O)S/C(=C\c2ccccc2)C1=O)C1CCS(=O)(=O)C1 (stereo not given)	-0.1	-4	28	-4	-3	-3	-3	3	0.8
S=C(NC12CC3CC(CC(C3)C1)C2)N1CCCC1	0.1	-8	-5	0	-1	-3	2	1	1.2
CCn1c2ccccc2c2cc(NC(=O)CNC)ccc21	-0.1	-4	13	-2	1	7	0	-1	0.2
Cc1ccc(C(=O)O)cc1-n1c(C)cc(C=O)c1C	-0.1	-2	14	9	0	-1	-4	-2	-1.4
COc1cc(OC)cc(C(=O)O/N=C(\N)c2ccccn2)c1	0.0	1	11	-4	-6	0	1	4	1.8
OC(COC(c1ccccc1)c1ccccc1)CN1CCN(c2cccc(Cl)c2)CC1 (stereo not given)	0.1	5	14	-5	10	-9	-9	0	4.4
O=C(NCCN1CCCC1)c1ccc(Cn2c(=S)[nH]c3ccc(Br)cc3c2=O)cc1	0.4	1	14	-3	5	-32	6	11	-0.1
O=C(CN1CCN(c2cccc(Cl)n2)CC1)N1CC(O)CO1 (stereo not given)	0.0	-2	-2	-2	-2	-6	-2	2	0.8
CSc1ccccc1NC(=O)C1CC(c2ccccc2O)=NO1 (stereo not given)	-0.1	-12	29	4	-1	-7	-5	-2	-0.1

A different layout for 3 compounds above:
structure,Efflux pump inh,Fh CTSL1 inh,PREPL inh,LYPLA2 counter,PP1 counter,JMJD2C inh,core dimer inh,TPT1 inhibitor,PP5 primary
CCN(C(=O)Cn1cnc2c(nc3n2CCCCC3)c1=O)c1cccc(Cl)c1,-0.2,5,7,7,2,1,-15,-5,1.1
FC(F)(F)c1ccc(Sc2n[nH]c(C(F)(F)F)n2)nc1,0.0,1,11,-2,-3,/,2,-5,0.1
CCN(CC)c1nc2ccccc2[nH]c1=O,0.0,5,14,0,-4,3,0,4,2.5

Compound activity: PubChem BioAssay, several laboratories
